CXXC DNA block: qHTS Fluorescence Polarization Assay for Inhibitors of MLL CXXC domain - DNA interaction. Histone-lysine N-methyltransferase 2A (Homo sapiens), Q03164. MLL-CXXC / FITC-HOXA9 DNA fluorescence polarization. Potency, µM (doses to about 115 µM), for the others: at the highest dose activity change, negative = inhibition, actives largely listed as inhibitors. 0.037% of 290,000 active. AID 2662, 2010; active = well fitted inhibition curve with a large enough effect in the polarisation, with a control signal flat, not every such curve was filed as active; inconclusive = small, poorly fitted or top-dose-only effect, or effect the other way, or a change in a side signal; inactive = no such curve, though single readings can be large or run the other way; the % refers to the polarisation; also: potency is read from the fitted curve at half-maximal effect
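Purified MLL-CXXC (added from a 7 uM solution) was preincubated 5 min at ambient with pinned compounds in 50 mM Tris-HCl pH 7.5, 50 mM NaCl, 1 mM DTT, 0.05% BSA. Fluorescein-labeled HOX-A9 DNA (50 nM solution) followed, 30 min, then polarization read.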
TSHR antag: Antagonists of the Thyroid Stimulating Hormone Receptor: HTS campaign; AID 504810, 2011; activity change, negative = inhibition, % at 11.5 µM; Thyrotropin receptor (Homo sapiens), P16473; 0.2% of 330,000 active; TSHR-expressing cells, TSH-stimulated cAMP HTRF, 2 h; hits give low values;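 active = activity change below a set negative limit, meaning inhibition stronger than a set level, cut at about -70% in these data; inconclusive = activity change between two set negative limits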; also: % is scaled to controls: 0 for no effect and ±100 for the full control effect
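Inhibition of cAMP made by TSHR-expressing cells under TSH stimulation (4nM final, EC80; 2 h, 37 deg C) is quantified with a one-step lysis HTRF kit, anti-cAMP cryptate versus cAMP-d2.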
TSG101-PTAP inh: qHTS Assay for Iinhibitors of HIV-1 Budding by Blocking the Interaction of PTAP/TSG101 | Potency, µM (highest dose often 115 µM), without a hit: top-dose activity change, negative = inhibition, actives largely listed as inhibitors | Tumor susceptibility gene 101 protein (Homo sapiens), Q99816 | Fluorescence polarization, FITC-PTAP peptide / Tsg101 binding | 340,000 tested, under 10 active | AID 493005, 2010; active = well fitted inhibition curve with a large enough effect in the main read-out, with a control signal flat, not every such curve was filed as active; inconclusive = small, poorly fitted or top-dose-only effect, or effect the other way, or a change in a side signal; inactive = no such curve, though single readings can be large or run the other way; also: potency is read from the fitted curve at half-maximal effect; % of control where 0% means no effect
Target sequence (Q99816 whole entry, looked up): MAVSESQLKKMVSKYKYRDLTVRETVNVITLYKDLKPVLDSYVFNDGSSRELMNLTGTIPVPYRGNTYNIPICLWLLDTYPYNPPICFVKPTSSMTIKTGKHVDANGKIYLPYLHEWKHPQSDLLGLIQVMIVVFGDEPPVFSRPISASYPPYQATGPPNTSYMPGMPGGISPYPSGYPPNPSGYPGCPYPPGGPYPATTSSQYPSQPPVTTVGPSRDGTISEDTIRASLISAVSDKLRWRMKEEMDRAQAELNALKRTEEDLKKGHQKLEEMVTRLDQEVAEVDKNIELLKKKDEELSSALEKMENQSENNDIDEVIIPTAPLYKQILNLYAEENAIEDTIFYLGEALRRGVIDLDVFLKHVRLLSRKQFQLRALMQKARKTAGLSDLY
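Fluorescence anisotropy tracks displacement of a FITC-tagged PTAP peptide (50 nM) from the Tsg101 binding domain (10 uM), following a 20 min room-temperature incubation at pH 7.5.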
Mito fusion act: qHTS Assay for Small Molecule Inhibitors of Mitochondrial Division or Activators of Mitochondrial Fusion; AID 485298, 2010; Potency, µM (highest dose often 46.1 µM), for inactives: at the highest dose growth rescue (activation), usual class: activators; 0.23% of 320,000 active; S. cerevisiae fusion-defective mutant growth rescue, CellTiterGlo 48 h;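 also: potency is read from the fitted curve at half-maximal effect; % of control where 0% means no effect; nearly all actives have a fitted effect of over 45% in size; temperature-sensitive fusion mutants such as fzo1-1 at 37 °C on non-fermentable ethanol glycerol medium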
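S. cerevisiae fusion-defective temperature-sensitive mutants (e.g. fzo1-1, mgm1-5) grown 48 h at 37C in YPEG (ethanol/glycerol non-fermentable) medium with 23 nl compound per well; growth rescue read as CellTiterGlo luminescence.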
TCR act: Activators of T cell receptors: qHTS campaign; primary human leukocytes, anti-CD3, IL-2 HTRF, 48 h; Potency, µM (titrated, usually from 9.22 µM), inactives show at the top dose activation of IL-2 secretion, most hits filed as activators; 330,000 tested, under 10 active; also: % of control where 0% means no effect
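TCR engagement came from a-CD3 beads alone, with compounds added to primary human leukocytes for 48 hr. Secreted IL-2 bridged europium cryptate- and d2-labelled anti-IL-2 antibodies, giving FRET emission at 665nm after 320nm excitation.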
A-T KAP1 phos: qHTS Assay for Identifying a Potential Treatment of Ataxia-Telangiectasia. […] A-T fibroblasts, KAP-1 phosphorylation AlphaLISA; neocarzinostatin DNA damage 30 min before lysis. Potency, µM (highest dose often 57.5 µM), for the others: top-dose activation, actives largely listed as activators. 0.19% of 320,000 active; also: potency is read from the fitted curve at half-maximal effect; % of control where 0% means no effect; nearly all actives have a fitted effect of over 45% in size
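hTERT-immortalized A-T patient fibroblasts ([…]), 500 cells/well in OPTI-MEM, 1% FBS, got compounds for 60 min, then NCS for 30 min at 37C. Lysates were then assayed for phospho-KAP-1 by AlphaLISA (anti-pKAP1 donor, anti-KAP1 acceptor beads), 6 hr at 25C.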
Integrin act MD: qHTS for Activators of Integrin-Mediated Alleviation for Muscular Dystrophy; 0.064% of 350,000 active; AID 624291, 2012; alpha7betagal myoblasts, beta-gal FDG fluorescence, 48 h; Potency, µM (titrated, usually from 38.3 µM), inactives show top-dose activation, actives largely listed as activators;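 also: potency is read from the fitted curve at half-maximal effect; 100% = response of the positive control SU9516; nearly all actives have a fitted effect of over 60% in size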
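Alpha7betagal+/- myoblasts (passage 13) were plated 16-24 hr, then exposed to compounds (1:260 dilution of DMSO stock) for 48 hours at 37C. After MPER lysis, β-galactosidase reporter activity was read as FDG fluorescence (ex 480/em 540) after 30 minutes.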
MBNL1-CUG inh: qHTS Assay for Inhibitors of MBNL1-poly(CUG) RNA binding; 0.036% of 280,000 active; Muscleblind-like protein 1 (Homo sapiens), Q9NR56; TR-FRET MBNL1-His/biotin-(CUG)12 binding, 665/545 ratio; Potency, µM (titrated, usually from 57.5 µM), for inactives: at the top dose activity change, negative = inhibition, most hits filed as inhibitors; active = well fitted inhibition curve with a large enough effect in the signal ratio, with a control signal flat, not every such curve was filed as active; inconclusive = small, poorly fitted or top-dose-only effect, or effect the other way, or a change in a side signal; inactive = no such curve, though single readings can be large or run the other way; the % refers to the signal ratio; also: potency is read from the fitted curve at half-maximal effect; % is scaled to controls: 0 for no effect and ±100 for the full control effect
Target sequence (Q9NR56 whole entry, looked up): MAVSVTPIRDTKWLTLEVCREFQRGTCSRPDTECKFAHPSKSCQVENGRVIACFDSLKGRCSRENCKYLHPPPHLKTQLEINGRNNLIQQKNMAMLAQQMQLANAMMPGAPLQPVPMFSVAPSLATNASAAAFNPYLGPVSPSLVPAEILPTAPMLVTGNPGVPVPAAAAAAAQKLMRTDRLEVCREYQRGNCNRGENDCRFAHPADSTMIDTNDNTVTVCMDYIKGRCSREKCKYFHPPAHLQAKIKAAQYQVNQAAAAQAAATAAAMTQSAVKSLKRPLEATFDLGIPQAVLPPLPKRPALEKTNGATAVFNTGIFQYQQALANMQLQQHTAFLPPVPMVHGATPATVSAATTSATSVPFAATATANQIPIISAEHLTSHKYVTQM
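TR-FRET readout: Ex 340 nm, 665/545 nm emission ratio, normalized to buffer-only (basal) and MBNL1-(CUG)12 controls. Complex of MBNL1-His with Biotin-(CUG)12, compounds 92 nM–58 uM, incubated 60 min at room temperature.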
ASM inhibitor: Inhibitors of Secretory Acid Sphingomyelinase (S-ASM): qHTS; Sphingomyelin phosphodiesterase (Homo sapiens), P17405; placental ASM, HMU-PC fluorogenic substrate, 60 min; Potency, µM (titrated, usually from 57.5 µM), for inactives: at the highest dose activity change, negative = inhibition, hits mostly inhibitors; 0.006% of 340,000 active; also: potency is read from the fitted curve at half-maximal effect
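Steps: dispense placental human ASM, pin compound, wait 10 min at room temperature, add HMU-PC0 substrate at 9 uM final, incubate 60 min at 37 °C, add stop solution raising pH to 10, read fluorescence.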
Menin MLL FP TR: qHTS Assay for Inhibitors Targeting the Menin-MLL Interaction in MLL Related Leukemias: Competition With Texas Red Labeled MLL-derived Mutant Peptide | Menin + Texas Red MLL mutant peptide, fluorescence polarization | O00255 | 0.23% of 270,000 active | Potency, µM (doses to about 61.6 µM), inactives show at the highest dose FP activity change, negative = inhibition, actives largely listed as inhibitors; active = well fitted inhibition curve with a large enough effect in the polarisation, with a control signal flat, not every such curve was filed as active; inconclusive = small, poorly fitted or top-dose-only effect, or effect the other way, or a change in a side signal; inactive = no such curve, though single readings can be large or run the other way; the % refers to the polarisation; also: potency is read from the fitted curve at half-maximal effect; % of control where 0% means no effect; many of its hits are not listed in these tables
Numbers without * were called inactive; ? = inconclusive; nt = no result given; & = joins results of further samples; [ ] = remark or other dose. Unless noted, calls follow the shape of the dose curve; as a rule, active = well fitted curve in the direction sought with a large enough effect; inconclusive = small, poorly fitted or top-dose-only effect, or another doubt; inactive = no such curve, though single readings can be large; an effect the other way counts as inactive or inconclusive. This is a subset; the hit share may differ from the screen's.

SMILES	CXXC DNA block	TSHR antag	TSG101-PTAP inh	Mito fusion act	TCR act	A-T KAP1 phos	Integrin act MD	MBNL1-CUG inh	ASM inhibitor	Menin MLL FP TR
Cc1cnc(C(=O)Nc2ccc(N3CCOCC3)cc2)cn1	6%	-7	nt	-2%	1%[46.1 µM]	-2%	-3%	5%	1%	13%
O=c1[nH]c(C2CCN(S(=O)(=O)c3ccccc3)CC2)nc2c1nnn2Cc1c(F)cccc1Cl	47%[activator]	-14	-5%	-4%	-3%	1%	4%	3%	-1%	nt
O=C(c1cc2ccccc2o1)N1CCN(S(=O)(=O)c2c(F)cccc2F)CC1	nt	-12	-3%	2%	0%	-3%	?	nt	-2%	nt
CCC1COCCS(=O)(=O)N1Cc1ccccc1 (centres undefined)	0%	7	-6%	1%	7%	-3%	28%	1%	-3%	-18%
Clc1nc(-c2cccnc2)nc2scc(-c3ccccc3)c12	12%	-27	-6%	3%	0%[46.1 µM]	-2%	-61%[inhibitor]	42%[activator]	-8%	9%
CCn1c(SCC(=O)N(C)Cc2ccc(OC)c(F)c2)nc2cc(S(N)(=O)=O)ccc21	54%[activator]	-5	-6%	1%	0%	-2%	-13%	-1%	5%	8%
COC(=O)c1[nH]c(C)c(/C(O)=C2\C(=O)C(=O)N(CCN(C)C)C2c2cccc(OC)c2OC)c1C (centres undefined)	3%	1	-6%	-1%	-7%[46.1 µM]	8%	8%	10%	0%	-8%
CCOc1cccc(NC(=O)/C(C#N)=C/c2cccnc2)c1	3%	-3	-6%	-2%	-3%	1%	0%	-4%	-2%	nt
CC(=O)c1ccc(OCCn2cnc3ccccc32)cc1	5%	2	1%	3%	-2%[46.1 µM]	14%	13%	-17%	3%	6%
Brc1ccc2nc3c(n2c1)CCCC3	-8%	3	-10%	19%	-11%	1%	0%	10%	-1%	-1%
CCOC(=O)C1CCN(C(=O)/C=C/c2cccs2)CC1	16%	7	-3%	-3%	1%	-11%	3%	5%	1%	-1%
CN1CCS/C1=C/C=C1/SC(=S)N(Cc2ccccc2)C1=O	?	-28	?	?	14%[46.1 µM]	-9%	-43%	nt	-27%	nt
Cc1cnc(C(=O)Nc2ccc(F)c(F)c2)cn1	-1%	-3	-3%	-5%	-2%	-3%	6%	0%	-3%	17%
COc1nc(N)nc(NC(=O)c2cccs2)c1N=O	nt	nt	-4%	nt	2%	nt	-12%	nt	1%	nt
Cc1c(C(=O)Nc2cc(S(=O)(=O)N3CCOCC3)ccc2N2CCOCC2)oc2ccccc12	-7%	4	1%	7%	2%	12%	25%	-5%	-8%	6%
Cc1cc(C)cc(Oc2cc(NC(=O)c3cn(C)nc3C)cc([N+](=O)[O-])c2)c1	5%	-14	-2%	1%	0%	7%	-1%	0%	-10%	?
Cc1[nH]n(-c2cccc(Cl)c2)c(=O)c1C=NCC(C)C	-1%	-11	0%	16%	3%	0%	?	-6%	-3%	-1%
CCn1ncc(Br)c1C(=O)Nc1cc(C)on1	-14%	34	0%	4%	4%	1%	1%	-6%	1%	-21%
Cc1[nH]nc2ncc(C(=O)c3cc(F)ccc3O)cc12	4%	0	-4%	1%	-8%	nt	12%	-3%	-2%	2%
CC1CCN(C(=O)CSc2nc3ccccc3s2)CC1	-14%	-12	2%	2%	2%	nt	6%	2%	4%	-8%
NNC(=O)c1[nH]c2ccc(Cl)cc2c1-c1ccccc1	1%	1	-2%	20%	0%	-11%	nt	nt	nt	nt
CN(C)/C=N/c1sc2c(c1C(N)=O)CCCC2	-4%	-6	-2%	-1%	4%	0%	12%	nt	-2%	-3%
CCC(=O)c1ccc(N2CCN(C(=O)c3cccs3)CC2)c(F)c1	2%	-21	-1%	-1%	12%	0%	?	15%	4%	-18%
Cc1cc(C)nc(NS(=O)(=O)c2ccc(NC(=O)C3COc4ccccc4O3)cc2)n1 (centres undefined)	-5%	-7	-3%	-1%	nt	6%[11.5 µM]	1%	-13%	8%	0%
COc1cc(C(=S)NCc2ccccc2)cc(Br)c1O	-9%	-4	-2%	7%	-2%	0%	-2%	-3%	-7%	?
SMILES	CXXC DNA block	TSHR antag	TSG101-PTAP inh	Mito fusion act	TCR act	A-T KAP1 phos	Integrin act MD	MBNL1-CUG inh	ASM inhibitor	Menin MLL FP TR
O=C(CN1C(=O)NC2(CCCCCCC2)C1=O)NCc1ccccc1	nt	186	1%	nt	5%	5%	13%	nt	6%	nt
O=C(CSc1nnc(-c2ccccc2Cl)o1)N1CCOCC1	-4%	-5	-4%	0%	-25%	0%	?	3%	-3%	8%
O=C(O)c1ccccc1-c1nc2ccccc2n1-c1ccccc1	-2%	7	-1%	-3%	2%[46.1 µM]	23%	-30%	-16%	7%	-1%
OCCc1c[nH]c2ccc(OCc3ccccc3)cc12	-1%	2	-3%	5%	6%	6%	-10%	3%	2%	26%
O=C(c1ccc(NS(=O)(=O)c2ccccc2)cc1)N1CCOCC1	0%	27	1%	1%	-14%	16%	-10%	-10%	-9%	-29%
COc1ccc2c(c1)CCC/C2=N\NC(=O)c1ccoc1C	13%	-1	-1%	3%	3%	-5%	24%	nt	-2%	-18%
COc1ccc2ccccc2c1/C=N/NC(=O)c1ccc(C)nc1	4%	10	-6%	-18%	-3%	?	-14%	?	6%	?
CC(=O)Nc1ccc(NC(=O)c2cc(-c3ccc(C)cc3O)n[nH]2)cc1	-2%	-5	-4%	1%	-3%	2%	-6%	-18%	2%	0%
CCC(=O)Nc1ccc(C(=O)NNC(=O)c2cc(OC)c(OC)c(OC)c2)cc1	0%	3	1%	2%	1%	6%	6%	-6%	9%	15%
Cc1ccc(NC(=O)C2C3CCCC2C3c2ccccc2)cc1C (centres undefined)	6%	-10	0%	5%	-1%	2%	8%	-10%	3%	?
COc1ccc(OCC(=O)NCC(c2ccc(OC)cc2)N2CCCCC2)cc1 (centres undefined)	-5%	6	-1%	-3%	14%	7%	22%	-10%	3%	-3%
Cc1cccc2[nH]c(CN(C)Cc3nc(CC4CC4)no3)nc12	?	2	-1%	2%	1%	-4%[11.5 µM]	23%	-13%	2%	-6%
Cn1c(SCC(=O)NNC(=O)c2ccccc2O)nnc1-c1ccccc1	-6%	-2	-3%	10%	4%	-11%	0%	-1%	-15%	8%
COc1ccc(NC(=O)C2=CC=CN3CCS(=O)(=O)N=C23)c(OC)c1	nt	-5	1%	nt	1%[46.1 µM]	-7%	-3%	nt	-2%	nt
O=C(Nc1cccc(OC(=O)c2ccc(Br)o2)c1)c1ccccc1	145%[activator]	15	-8%	?	-3%	15%	39%	-4%	?	nt
COc1ccc(OC)c(S(=O)(=O)NC2CC(=O)N(c3cccc(F)c3)C2)c1 (centres undefined)	nt	-1	-4%	0%	1%	6%	-6%	nt	-3%	nt
Cn1c(=O)n(C)c2cc(/C=C3/NC(=O)N(Cc4ccccc4)C3=O)ccc21	20%	0	-3%	-2%	2%	6%	20%	8%	79%[activator]	6%
CCCCN(C(=O)CSc1cc(C)c2ccc(OC)cc2n1)c1c(N)n(Cc2ccccc2)c(=O)[nH]c1=O	22%	-10	1%	-8%	-3%[46.1 µM]	0%	6%	-1%	-3%	4%
COc1ccc(NC(=O)CN(C)C(=O)CCCN2C(=O)c3cccc4cccc(c34)C2=O)cc1	nt	nt	0%	11%	1%	6%	3%	nt	2%	nt
O=C(Nc1cccn2ncnc12)c1ccc(Cl)cc1Cl	1%	9	-5%	1%	2%	7%	-12%	-3%	-2%	-4%
CCC(=O)NCC(c1cccs1)N1CCOCC1 (centres undefined)	15%	-3	-12%	4%	-3%	-5%	21%	0%	4%	1%
OCCN1CCN(CC/C=C2/c3ccccc3Sc3ccc(C(F)(F)F)cc32)CC1	10%&-13%	-12&1	-2%	-48%&-6%[inhibitor]	-1%	0%	nt	nt	-4%	?
CCCOc1ccc(/C=N/O)cc1	2%	0	-5%	-1%	3%	-7%	15%	?	-1%	?
